# Screening data as filed in PubChem.
# CHO-K1 Ca antag: counter-screen for M1 antagonists: effect in parental CHO-K1 cells; ATP-induced calcium, Fluo-8 fluorescence; AID 602250; inhibition, % at 3 µM; actives 0.6% (n = 360,000);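 active = inhibition above a per-plate cutoff, the plate's mean sample inhibition plus 3 SD, cut at about 24% in these data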;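 also: 0% = DMSO plus EC80 ATP and 100% = DMSO alone without ATP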
# TAAR1 antagonist: human TAAR1 antagonism | CHO RD-HGA16 TAAR1, Fluo-8 calcium fluorescence, antagonist | inhibition, % at 3 µM | actives 1.5% (n = 360,000);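 active = inhibition above a per-plate cutoff, the mean inhibition of test compounds on that plate plus 3 SD, cut at about 49% in these data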;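 also: 0% = DMSO plus EC80 beta-PEA response and 100% = DMSO alone without agonist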
# Target sequence (Q96RJ0 whole entry, looked up): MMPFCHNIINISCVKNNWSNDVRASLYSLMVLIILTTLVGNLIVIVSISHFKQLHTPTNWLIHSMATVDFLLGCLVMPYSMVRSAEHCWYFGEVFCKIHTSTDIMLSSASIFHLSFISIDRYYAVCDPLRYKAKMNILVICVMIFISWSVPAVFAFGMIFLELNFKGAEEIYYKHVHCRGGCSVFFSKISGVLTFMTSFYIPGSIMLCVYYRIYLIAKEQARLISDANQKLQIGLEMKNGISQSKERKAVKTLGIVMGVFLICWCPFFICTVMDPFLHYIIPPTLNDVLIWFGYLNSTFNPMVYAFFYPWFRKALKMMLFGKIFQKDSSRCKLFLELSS
#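 System: CHO RD-HGA16 cells bearing hTAAR1. Reagent: EC80 β-phenethylamine stimulus. Schedule: seeding 17-24 h prior, 75-min 37 °C, 30-min RT dye loading. Signal: Fluo-8 intracellular calcium dye fluorescence, real-time kinetic reads. Read-out: % inhibition from peak post-agonist over basal fluorescence ratio. Benchmarks: vehicle wells and EC80 agonist wells. Replicates: n of 1.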
# M1 ag parental: M1 agonist counterscreen hit in parental CHO-K1 cells; activation, % at 3 µM; actives 0.48% (n = 360,000); Fluo-8 calcium fluorescence; scaled to maximal ATP response, vehicle zero; in the data active = activation above about 15%;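 also: untransfected CHO-K1 host cells lacking M1 receptor as counterscreen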
# TAAR1 ag: agonists of human TAAR1; AID 624467; CHO RD-HGA16 TAAR1, Fluo-8 calcium fluorescence; vehicle wells 0%, saturating PEA agonist 100%; activation, % at 3 µM; Q96RJ0; actives 0.99% (n = 360,000);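 active = activation above the mean activation of all test compounds in the run plus 3 SD, cut at about 38% in these data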
#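 System: CHO-derived RD-HGA16 cells with stable Gα16 and human TAAR1. Times: 17-24 h plating, Fluo-8 75 min 37 °C, 30 min RT. Measured by: calcium-sensitive Fluo-8 signal, excitation 470-495, emission 515-575 nm. Read-out basis: % activation relative to PEA EC100 response. Control set: DMSO and PEA EC100. Repeats: no replicates (n 1).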
# CHO-K1 Ca PAM: nonselective activator or artifact in parental CHO-K1 calcium assay | ATP EC20, Fluo-8 calcium fluorescence; 0% at ATP EC20, 100% at ATP max | activation, % at 3 µM | actives 0.02% (n = 360,000);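 active = activation above the run cutoff, the mean activation of all test compounds plus 3 SD, cut at about 40% in these data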;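 also: peak over basal fluorescence ratio in a 140 s read after ATP addition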
# CHO parental Ca: counter-screen for OX1R antagonists: effect in parental CHO cells | actives 0.63% (n = 330,000) | AID 463079 | inhibition, % at 5.6 µM | parental CHO-K1, ATP-induced calcium, Fluo-8 fluorescence;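 active = inhibition above that plate's mean sample inhibition plus 3 SD, cut at about 26% in these data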;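 also: 0% = ATP-challenged DMSO wells and 100% = DMSO wells without ATP; some compounds past the cut are filed as inactive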
#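 Test system: untransfected parental CHO cell line; also added: ATP stimulus; dosing: 5.6 µM, single dose; signal: calcium-sensitive Fluo-8 fluorescence; measure: percent inhibition of ATP-evoked calcium rise, normalized to controls; benchmarks: low control ATP plus DMSO, high control DMSO only; replication: one well per compound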
# M1 ag: agonists of human M1 muscarinic receptor; P11229; activation, % at 3 µM; CHO-K1 hM1, Fluo-8 calcium fluorescence, agonist mode; 0% DMSO, 100% acetylcholine EC100; actives 0.33% (n = 360,000);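 active = activation above the run's mean compound activation plus 3 SD, cut at about 16% in these data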;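 also: peak over basal fluorescence ratio within a 140 s kinetic read after compound addition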
# Target sequence (P11229 whole entry, looked up): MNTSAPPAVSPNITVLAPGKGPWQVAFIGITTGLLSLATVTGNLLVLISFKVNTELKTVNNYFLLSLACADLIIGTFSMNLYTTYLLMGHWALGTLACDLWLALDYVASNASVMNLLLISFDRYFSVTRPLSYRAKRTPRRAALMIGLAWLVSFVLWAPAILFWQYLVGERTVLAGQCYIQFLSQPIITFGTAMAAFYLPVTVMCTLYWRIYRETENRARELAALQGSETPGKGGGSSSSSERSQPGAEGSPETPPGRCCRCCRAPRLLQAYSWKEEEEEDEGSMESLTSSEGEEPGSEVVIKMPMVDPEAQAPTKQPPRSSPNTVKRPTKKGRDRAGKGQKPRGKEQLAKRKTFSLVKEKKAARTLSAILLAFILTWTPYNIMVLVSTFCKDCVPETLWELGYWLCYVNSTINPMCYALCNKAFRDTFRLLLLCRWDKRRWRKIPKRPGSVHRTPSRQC
# OXTR potentiator: potentiates the human oxytocin receptor response; P30559; CHO-OTR cells, Fluo-8 calcium fluorescence, potentiator mode; 0% = oxytocin EC15, 100% = EC100; activation, % at 3 µM; actives 0.061% (n = 320,000);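 active = activation above that plate's cutoff, the mean activation of tested compounds plus 3 SD, cut at about 6.6% in these data, passing the limit was not always enough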;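 also: 100% uses oxytocin at 75 nM as the full agonist control; some results filed as inactive read as strong as hits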
#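 Material: CHO-OTR cells, human receptor; compound dosing: single dose, 3.0 µM nominal final compound concentration; schedule: 6 min compound pre-incubation at room temperature, 100 s kinetic read; measured by: kinetic Fluo-8 calcium fluorescence; read-out basis: % activation vs EC15 and EC100 oxytocin; controls: EC15 oxytocin alone as 0%, 75 nM oxytocin as 100%; replicates: singlicate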
# V1aR counter: counter-screen for oxytocin receptor agonists: human V1a receptor agonists; P37288; CHO-V1R cells, Fluo-8 calcium fluorescence, agonist mode; 0% DMSO, 100% 3 nM vasopressin; activation, % at 3 µM; actives 0.25% (n = 320,000);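 active = activation above the mean activation of all tested compounds plus 3 SD, per screening run, cut at about 20% in these data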;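 also: signal is peak over basal fluorescence ratio across a 100 second FLIPR read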
# The depositor's hits bear a star; x = no result given.
SMILES,CHO-K1 Ca antag,TAAR1 antagonist,M1 ag parental,TAAR1 ag,CHO-K1 Ca PAM,CHO parental Ca,M1 ag,OXTR potentiator,V1aR counter
CC(C)N1CCCC(C)(C(=O)Nc2nc3ccccc3n2C)C1 (configuration not stated),-3,-7,0.0,1,9,x,-9,x,x
Cc1ccc(C)n1Cc1ccc(C(=O)O)cc1,2,x,0.4,x,-9,8,-2,3,1.1
CCC1CCCCN1CCCNC(=O)Cn1cc2c(n1)-c1c(oc(C(=O)N3CCCC3)c1C)CC2 (configuration not stated),-4,3,0.0,-1,13,-10,-5,-4,-0.7
CCOC(=O)c1ccc(N2C(=O)CC(N3CCC(O)(c4ccc(Br)cc4)CC3)C2=O)cc1 (configuration not stated),-6,1,5.2,6,9,7,0,-18,7.0
O=C(N/N=C/c1ccccn1)c1cc(-c2ccc3ccccc3c2)n[nH]1,1,71*,7.3,20,8,-31,-5,-16,2.0
Cc1oc2cc(O)ccc2c(=O)c1-c1ccccc1,-9,6,0.2,0,11,0,-1,2,0.9
Cc1cccc(NC(=O)Nc2cccc3ccccc23)c1,6,7,4.7,1,-3,-2,-2,-3,0.2
COc1ccc(CN(CCC(c2ccccc2)C2CCOC(C)(C)C2)C(C)=O)cc1 (configuration not stated),-6,32,7.9,4,22,-19,-4,-4,-0.4
Cc1ccc(CCN2CC(C(=O)NC3CCCC3)CC2=O)cc1 (configuration not stated),7,12,0.1,1,2,-19,0,-10,1.8
O=C(Cc1c[nH]c2ccccc12)Nc1nccs1,-4,10,0.8,14,10,3,-2,-6,2.1
N#Cc1c(N)nc2c(c1-c1ccc3c(c1)OCO3)CCCCCC2,-8,-2,0.7,27,16,-16,-2,-8,-0.2
CC(=O)N1CCN(S(=O)(=O)c2ccc(C)cc2)C1C (configuration not stated),12,-6,0.1,0,-16,20,-3,-7,-1.1
COc1ccc(CNC(=O)C(OC(=O)c2ccco2)c2ccc(OC)cc2)cc1 (configuration not stated),7,13,0.3,4,-1,-21,-2,-21,0.9
CC(=O)c1c(C(C)=O)c(C)n(NC(=O)c2ccccc2O)c1C,-22,11,0.9,5,5,-5,-1,-3,-0.2
Clc1ccccc1CSC1=NCCN1,-18,-7,1.4,19,-10,-4,-6,2,0.8
CCn1nc(C(=O)Nc2cc(Cl)ccc2-n2cncn2)c2ccccc2c1=O,-9,-20,0.9,1,9,-4,-3,-6,-1.0
CCN1CCN(C(=O)c2cc(COc3ccc(F)cc3F)on2)[C@@H](C)C1=O,-15,-5,10,3,7,2,3,-11,9.9
CCSC1=NCCN1C(=O)c1ccc(S(=O)(=O)N(C)C)cc1,-3,-6,1.0,4,8,-8,-7,-9,2.0
C/C(=N\O)c1ccc(N2C(=O)C3CC=C(Cl)CC3C2=O)cc1 (configuration not stated),-6,6,1.2,7,8,-10,-4,-4,2.4
O=C(Cc1ccc2c(c1)CCCC2)Nc1ccccc1Br,-5,23,0.8,2,9,-5,-6,-3,0.0
O=C(COC(=O)C1(c2ccccc2F)CCCC1)N1CCOCC1,-10,-13,0.0,18,19,1,-5,-4,0.5
Cc1cc(Cl)c(S(=O)(=O)NC2CCCCC2)cc1OCC(=O)Nc1nncs1,-2,7,9.4,9,7,0,4,-21,9.0
Cc1cccc(C(=O)NNC(=O)c2ccccc2O)c1,11,-24,0.1,4,2,-16,0,-16,-0.3
COc1ccc(C2=NCCn3nc4cc(OC)ccc4c32)cc1,-7,15,0.1,6,2,-5,-5,-7,1.0
CCOC(=O)[C@]12CCC=C1N(Cc1ccccc1)C(=O)[C@H](CC(=O)N1CCCC1)C2,-21,-14,0.9,2,6,x,x,x,x

# Single records, as listed above.
# COc1ccc(CNC(=O)C(OC(=O)c2ccco2)c2ccc(OC)cc2)cc1 (configuration not stated) as listed: CHO-K1 Ca antag: 7; TAAR1 antagonist: 13; M1 ag parental: 0.3; TAAR1 ag: 4; CHO-K1 Ca PAM: -1; CHO parental Ca: -21; M1 ag: -2; OXTR potentiator: -21; V1aR counter: 0.9
# CCN1CCN(C(=O)c2cc(COc3ccc(F)cc3F)on2)[C@@H](C)C1=O as listed: CHO-K1 Ca antag: -15; TAAR1 antagonist: -5; M1 ag parental: 10; TAAR1 ag: 3; CHO-K1 Ca PAM: 7; CHO parental Ca: 2; M1 ag: 3; OXTR potentiator: -11; V1aR counter: 9.9

# Further structures.
SMILES,CHO-K1 Ca antag,TAAR1 antagonist,M1 ag parental,TAAR1 ag,CHO-K1 Ca PAM,CHO parental Ca,M1 ag,OXTR potentiator,V1aR counter
O=C(CCn1c(=O)oc2ccccc21)NCCN1CCOCC1,10,-23,0.2,1,1,2,-1,-1,0.3
C=CCN1C(=O)c2ccc(C(=O)N3CCC(C(=O)OCC)CC3)cc2C1=O,13,-2,0.7,-1,-20,x,-7,x,x
CCCCN(C(=O)c1cc2ccccc2o1)c1c(N)n(CC(C)C)c(=O)[nH]c1=O,-11,-5,0.1,3,17,-5,-3,6,0.9
COc1ccc(C(=O)C2CCCN(C3Cc4ccccc4C3)C2)c(OC)c1 (configuration not stated),19,-3,0.2,1,-16,-17,-15,2,1.0
O=C(CN1CCN(S(=O)(=O)c2ccc(Cl)s2)CC1)NCc1ccc(Cl)cc1,-5,5,1.4,7,11,3,-3,-7,5.3
CCc1ccc(C(=O)N/N=C(\C)c2cccnc2)s1,-1,-20,0.1,0,-3,-20,-2,-16,-0.2
COc1ccccc1-n1cnc2cc(C(=O)N3CCOCC3)ccc21,-9,-35,0.1,3,6,-3,-2,-10,0.1
COc1ccc(-c2cc(C(F)(F)F)nc(SCC(=O)NCc3cnn(C)c3C)n2)cc1OC,-9,-8,0.5,3,21,-20,-6,2,0.9
COc1ccc(C(=O)NC(=S)Nc2cc3oc4ccccc4c3cc2OC)cc1,5,14,-0.2,1,23,-4,-5,-1,0.0
CCOc1ccc(C(C)(C)C)cc1S(=O)(=O)n1nc(C)cc1C,11,-3,-0.2,10,6,-15,-6,-4,-1.5
COc1ccccc1CN(C)CC(=O)NC1CCCc2ccccc21 (configuration not stated),-5,-8,-0.2,8,21,-19,-9,-8,0.0
Cc1cccc(NC(=O)Nc2ccc3c(c2)CCC3)c1,8,30,9.5,3,-16,-5,-1,-15,5.7
CCCOc1ccc(-c2c(C(=O)N/N=C/c3ccccc3)nnn2-c2nonc2N)cc1,-10,-46,2.5,0,4,-2,-4,-5,-0.1
Cc1cccc(N(Cc2cc3ccccc3[nH]c2=O)C(=O)c2ccco2)c1C,3,-1,0.0,8,3,-15,0,-19,0.8
Cc1ccc(C(=O)OCC(=O)N(C)C2CCS(=O)(=O)C2)cc1S(=O)(=O)N1CCCCC1 (configuration not stated),-4,-13,-0.1,1,1,-18,-4,-14,-0.3
CCCNC(=O)c1nc(C)n(-c2cc(Cl)cc(Cl)c2)n1,5,-11,4.0,0,14,-25,-5,-7,-1.3
CCN(CC(=O)Nc1ccc(NC(C)=O)cc1)C(=O)Cc1ccc(Cl)c(Cl)c1,-24,22,3.5,2,17,x,-4,x,x
O=[N+]([O-])c1cccc(CN2CCC(Cc3ccccc3)CC2)c1,-3,5,0.1,10,3,-16,-9,5,-0.1
O=C(O)c1cccc(NC(=O)c2cn(-c3ccccc3)nc2-c2ccncc2)c1,1,-12,-0.4,5,7,6,-4,2,0.0
CCC(=O)c1c[nH]c(C(=O)N2CCOCC2)c1,-6,-2,1.8,0,26,3,-2,-4,1.0
O=S(=O)(c1ccc(Cl)s1)N1CCN(c2ncccn2)CC1,-25,-3,0.8,5,17,-8,-1,1,-0.4
Cc1ccc2c(c1)N(CC(=O)Nc1c(C)cccc1C)C(=O)c1cccnc1O2,-5,-23,0.4,3,6,-23,-2,-7,0.6
Cc1c(NC(=O)c2ccc(CN3CCc4ccccc4C3)cc2)c(=O)n(-c2ccccc2)n1C,-5,-8,0.5,1,16,-8,-6,-7,0.4
CCOC(=O)CNC(=O)CSc1ccc2nnc(-c3ccc(F)cc3)n2n1,-17,-26,0.3,4,18,-6,-5,-10,0.5
COc1ccc(C(=O)Nc2ccc3nc(N4CCN(C)CC4)cc(C)c3c2)c(OC)c1,-16,-8,1.7,0,5,-9,-6,-9,0.6
SMILES,CHO-K1 Ca antag,TAAR1 antagonist,M1 ag parental,TAAR1 ag,CHO-K1 Ca PAM,CHO parental Ca,M1 ag,OXTR potentiator,V1aR counter
CCCCn1c2c(c3ccccc31)CCc1nonc1-2,1,-30,0.0,-1,3,-21,-2,-4,-0.1
FC(F)Oc1ccc(NC(=S)NCCc2ccccn2)cc1,-10,-4,1.0,2,32,-9,-14,-16,0.1
CCOc1ccc(/C=C2\CCC(C3CCCC3)C2=O)cc1OC (configuration not stated),3,-5,-0.1,3,-30,-24,0,-15,-0.8
CCc1c(C)sc(NC(=O)CSc2nc3c(c(C(F)(F)F)n2)CCc2ccccc2-3)c1C#N,-4,-13,0.1,22,13,-4,-3,2,0.2
Cc1cc(=O)oc2c3c(cc(OCC(=O)NCCC(=O)O)c12)OC(C)(C)CC3,-2,6,0.7,1,0,x,-3,x,x
O=C(OCc1ccc(F)cc1Cl)c1ccccn1,-18,9,1.1,3,15,-14,-5,5,0.3
COC(=O)c1ccccc1NC(=O)c1noc2c1CC(C(C)(C)C)CC2 (configuration not stated),-18,6,1.2,6,21,2,-3,4,0.6
O=C(Nn1c(-c2ccccc2)nc2ccccc2c1=O)c1ccc([N+](=O)[O-])cc1,-1,-1,3.6,2,20,-7,-8,-8,-0.5
COC(=O)c1c(NC(=O)c2nc3ccccc3s2)sc2c1CC(C)(C)NC2(C)C,9,-7,0.3,4,9,-11,-6,-6,0.6
Cc1ccccc1NS(=O)(=O)c1ccc(OCC(=O)N2CCCC2)cc1,-7,7,0.3,4,7,-5,-2,-12,0.0
NC(=O)NC(=O)COC(=O)/C=C/c1cccc(Br)c1,-8,8,1.1,1,17,4,-4,-9,-0.1
O=C(OCc1cc([N+](=O)[O-])cc2c1OCOC2)c1ccc2ccccc2n1,2,-10,0.1,0,-11,-10,-4,0,2.1
CCCN1CCN(C(=O)c2ccc(CS(=O)c3ccc(Br)cc3)o2)CC1 (configuration not stated),1,-10,-0.1,1,4,x,-8,x,x
CCCCC(=O)Nc1nnc(SCC(=O)NC2CCCC2)s1,-14,7,0.1,10,8,-11,-2,-14,-0.2

# Outcome played no part in choosing rows. About 3.3% of those tested had a hit in this group.
